ADAM17 inh: ADAM17 inhibition, QFRET primary screen; P78536; recombinant ADAM17, EDANS/DABCYL FRET peptide cleavage; inhibition, % at 6.95 µM; hit rate 0.83% among 370,000; AID 720648;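 active means inhibition above the mean of compounds lying between control limits plus 3 SD, set per campaign, cut at about 8.5% in these data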;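 further: 0% = DMSO-only wells as the low control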
DAX1 inh-1: blocks DAX1 repression of SF-1 activated StAR promoter; inhibition, % at 6.8 µM; hit rate 1.1% among 370,000; AID 652010; HEK293T StAR-luciferase reporter, SF-1/DAX-1 repression relief;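 active means inhibition above the mean over all tested compounds plus 3 SD, cut at about 3.6% in these data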;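 further: 0% = DAX-1 cells with DMSO and 100% = cells lacking DAX-1 with DMSO; higher inhibition means more luminescence from relief of DAX-1 repression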
sPLA2-III inh: Inhibits HGIII-sPLA2 liposome hydrolysis, primary screen; QFRET BODIPY PC-A2 liposome hydrolysis, fluorescence; hit rate 0.56% among 370,000; Q9NZ20; inhibition, % at 12.2 µM;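 active means inhibition above mean plus 3 SD of compounds lying within the high and low control bounds, cut at about 19% in these data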;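 further: 0% = median of test compound wells and 100% = no enzyme DMSO wells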
Target sequence (Q9NZ20 whole entry, looked up): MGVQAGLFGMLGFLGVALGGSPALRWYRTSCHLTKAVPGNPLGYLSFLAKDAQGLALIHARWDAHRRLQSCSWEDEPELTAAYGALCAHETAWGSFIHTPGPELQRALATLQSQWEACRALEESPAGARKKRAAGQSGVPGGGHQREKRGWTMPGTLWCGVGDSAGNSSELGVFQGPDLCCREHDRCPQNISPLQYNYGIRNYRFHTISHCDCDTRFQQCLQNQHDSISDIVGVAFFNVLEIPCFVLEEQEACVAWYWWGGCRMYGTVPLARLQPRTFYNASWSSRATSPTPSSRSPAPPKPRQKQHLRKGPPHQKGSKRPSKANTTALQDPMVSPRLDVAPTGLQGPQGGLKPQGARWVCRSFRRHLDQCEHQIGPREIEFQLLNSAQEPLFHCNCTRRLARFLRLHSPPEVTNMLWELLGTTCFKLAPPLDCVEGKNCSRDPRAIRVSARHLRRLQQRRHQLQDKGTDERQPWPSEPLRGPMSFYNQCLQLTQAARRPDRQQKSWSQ
FXN GAA850 act: frataxin GAA850 promoter activation; HEK293 lucGAA850 FXN promoter luciferase reporter, 24 h; percent of 10 µM SAHA response; activation, % at 6 µM; hit rate 0.56% among 360,000;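 active means activation above the average of all compounds screened plus 3 SD, cutoff fixed separately per campaign, cut at about 7.5% in these data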;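 further: 0% = DMSO wells and 100% = 10 µM SAHA wells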
hgDAF-12 ag: hgDAF-12 agonism, primary luciferase screen; HEK293 GAL4-hgDAF12 UAS-luciferase reporter, agonist luminescence; normalized to butyrate control; activation, % at 6.8 µM; hit rate 1.8% among 370,000; AID 687014;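 active means activation above a cutoff set at the mean of all screened compounds plus 3 SD, cut at about 10% in these data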;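 further: 0% = DMSO wells and 100% = sodium butyrate wells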
PLCb3 inh: PLC-beta3 (human) inhibition, primary screen; Q01970; Purified PLC-beta3, fluorogenic substrate, fluorescence; inhibition, % at 12.2 µM; hit rate 0.18% among 370,000; in the data active means inhibition above about 11%;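 further: 0% = median of compound wells on plate and 100% = full blocker control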
hcDAF-12 act: activates DAF-12 receptor from parasite H. contortus; HEK293 hcDAF-12 lit1-tk-luc reporter, luminescence; 0% DMSO, 100% Δ7-dafachronic acid; activation, % at 6.8 µM; hit rate 1.4% among 370,000; AID 652067;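 active means activation above the mean of all tested compounds plus 3 SD, cut at about 5.5% in these data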;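 further: 100% = response to 3 µM Δ7-dafachronic acid high control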
PLC-gamma1 inh: PLC-gamma1 (human) inhibition, primary screen; P19174; purified PLC-gamma1, fluorogenic substrate, fluorescence; inhibition, % at 12.2 µM; hit rate 0.84% among 370,000; AID 720700; in the data active means inhibition above about 9.5%
ADAM10 inh: ADAM10 inhibition, QFRET primary screen. inhibition, % at 7 µM. AID 720582. hit rate 0.62% among 370,000. recombinant ADAM10, EDANS/DABCYL FRET peptide cleavage, 3 h. O14672;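 active means inhibition above a per-campaign cutoff equal to the mean of compounds falling between control-based bounds plus 3 SD, cut at about 20% in these data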;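 further: 0% = DMSO wells while the 100% control is not disclosed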
ssDAF12 agonist: activates DAF-12 receptor from parasite S. stercoralis; activation, % at 6.8 µM; hit rate 1% among 370,000; HEK293 ssDAF-12/GRIP1 lit1-tk-luc reporter, luminescence; % of 3 µM dafachronic acid response;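 active means activation above the mean over all tested compounds plus 3 SD, cut at about 0.9% in these data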;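 further: 0% = DMSO-only wells and 100% = 3 µM delta7-dafachronic acid wells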
DAX1 inh-2: NR0B1 (DAX1) inhibition. P51843. HEK293 Gal4-DAX1 luciferase reporter, luminescence. inhibition, % at 6.75 µM. hit rate 0.99% among 340,000. AID 504766;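 active means inhibition above the mean over all tested compounds plus 3 SD, cut at about 4.2% in these data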;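 further: 0% = DAX1-transfected cells with DMSO and 100% = empty-vector control cells with DMSO; inhibition shows as a rise in luminescence from relieved DAX1 repression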
Target sequence (P51843 207-470 limits assumed): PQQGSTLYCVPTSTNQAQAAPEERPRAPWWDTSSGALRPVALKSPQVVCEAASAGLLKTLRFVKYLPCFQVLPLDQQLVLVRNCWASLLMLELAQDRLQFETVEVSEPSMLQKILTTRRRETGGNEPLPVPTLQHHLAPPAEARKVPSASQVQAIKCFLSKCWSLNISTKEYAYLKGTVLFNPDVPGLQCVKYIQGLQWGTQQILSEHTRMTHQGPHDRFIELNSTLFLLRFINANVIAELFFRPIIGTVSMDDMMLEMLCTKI
The depositor's hits bear a star; i = inactive; . = no result given. An unsorted share of the library (roughly 6.9% active in at least one column).

structure | ADAM17 inh | DAX1 inh-1 | sPLA2-III inh | FXN GAA850 act | hgDAF-12 ag | PLCb3 inh | hcDAF-12 act | PLC-gamma1 inh | ADAM10 inh | ssDAF12 agonist | DAX1 inh-2
COc1ccc(CCNC(=O)CSc2nc3[nH]ncc3c(=O)n2-c2ccc(Br)cc2)cc1OC | -3.3 | 0.3 | -10.1 | -0.9 | -1.2 | -0.1 | -0.8 | 1.6 | -1.9 | -1.4 | -1.2
Nc1ccc(-c2cc3ccccc3oc2=O)cc1 | -2.6 | -2.0 | 6.1 | -12.4 | -15.8 | -251.4 | -7.9 | -201.1 | -17.1 | -3.8 | -7.5
Cc1ccc(S(=O)(=O)Nc2ccc(N3CCOCC3)cc2)cc1[N+](=O)[O-] | -0.8 | -0.3 | 4.1 | 1.3 | -1.8 | -7.7 | -0.5 | 2.2 | 11.5 | -1.7 | 0.3
COc1cc2nc(SCc3c(C)noc3C)n(CCC3=CCCCC3)c(=O)c2cc1OC | -4.2 | 0.0 | -2.7 | -1.1 | 1.7 | 2.8 | 1.1 | -1.1 | -1.0 | -1.1 | 1.4
Cc1ccc(C)c(C(=O)CN2C(=O)NC3(CCc4ccccc43)C2=O)c1 (stereo not given) | 0.5 | -0.3 | -1.7 | 0.6 | -2.8 | -0.3 | 0.1 | 0.7 | 3.2 | -1.4 | -0.7
Cc1ccc(NC(=O)Nc2ccc3c(c2)OCO3)cc1F | -1.2 | 7.5* | -1.5 | 0.8 | 10.7* | -5.0 | 8.0* | -2.6 | -7.9 | 0.5 | 0.3
Cc1cccc(NC(=O)C2(c3cccs3)CCOCC2)c1 | 0.0 | 0.1 | -3.2 | -2.9 | 1.4 | 1.1 | -2.3 | -1.6 | 7.9 | -1.5 | -0.7
Cc1cc(-c2ccccc2)n2nc(C)c(C#N)c2n1 | -111.4 | -0.7 | -0.2 | 1.3 | -2.0 | i | 1.2 | i | -427.4 | 0.1 | -1.5
S=c1[nH]nc(-c2ccco2)n1Cc1ccccc1 | -4.4 | -0.3 | 16.7 | -0.8 | -1.7 | -2.2 | -0.7 | -3.1 | -11.4 | -1.3 | 1.5
COc1ccccc1N1CCN(C(=O)CCc2ccc(S(=O)(=O)NC(C)C)cc2)CC1 | -1.8 | -0.5 | -1.8 | -4.1 | -1.1 | -4.7 | -2.1 | 0.2 | 0.3 | -0.7 | 1.0
O=C(Cc1c(F)cccc1Cl)Nc1ccccn1 | -1.3 | 0.1 | 0.0 | 0.8 | 2.5 | -4.6 | 0.9 | -3.2 | -2.1 | 0.2 | 1.7
CC(C)OC(=O)c1ccc(OC(=O)c2cccnc2)cc1 | -1.7 | -0.2 | -3.2 | 1.6 | 4.5 | -1.3 | 2.5 | 2.6 | 6.2 | -0.7 | 0.8
COc1cccc(C(C(=O)NC2CCCCC2)N(C(=O)c2ccco2)c2ccc(-n3cnnn3)c(C)c2)c1 (stereo not given) | -0.7 | -0.6 | -5.0 | -7.3 | -0.5 | 1.6 | -2.1 | 1.8 | 3.9 | -0.6 | -0.4
N#CC1=C(N)C(C#N)(C#N)[C@H](c2ccncc2)[C@H]2CN(C(=O)OCc3ccccc3)CC=C12 | -100.0 | -0.5 | -4.1 | -0.7 | -0.9 | -132.8 | -0.8 | -105.4 | -281.8 | -1.0 | 0.6
CCc1c(C)nc2cc(-c3cc(OC)cc(OC)c3)nn2c1N1CCCC1 | -0.6 | -0.3 | -8.9 | 6.5 | -2.5 | -78.5 | -3.2 | -75.1 | 1.1 | -1.7 | -1.7
CC(=O)c1cccc(NC(=S)NC(=O)Cc2ccc(Cl)cc2)c1 | -1.1 | -0.3 | -5.6 | -1.0 | 4.4 | -7.8 | -1.6 | -0.5 | 7.8 | -0.8 | 1.2

Sorted by heavy-atom count (smallest number first): some entries from above.
structure | ADAM17 inh | DAX1 inh-1 | sPLA2-III inh | FXN GAA850 act | hgDAF-12 ag | PLCb3 inh | hcDAF-12 act | PLC-gamma1 inh | ADAM10 inh | ssDAF12 agonist | DAX1 inh-2
S=c1[nH]nc(-c2ccco2)n1Cc1ccccc1 | -4.4 | -0.3 | 16.7 | -0.8 | -1.7 | -2.2 | -0.7 | -3.1 | -11.4 | -1.3 | 1.5
Cc1cc(-c2ccccc2)n2nc(C)c(C#N)c2n1 | -111.4 | -0.7 | -0.2 | 1.3 | -2.0 | i | 1.2 | i | -427.4 | 0.1 | -1.5
Cc1ccc(NC(=O)Nc2ccc3c(c2)OCO3)cc1F | -1.2 | 7.5* | -1.5 | 0.8 | 10.7* | -5.0 | 8.0* | -2.6 | -7.9 | 0.5 | 0.3
CC(=O)c1cccc(NC(=S)NC(=O)Cc2ccc(Cl)cc2)c1 | -1.1 | -0.3 | -5.6 | -1.0 | 4.4 | -7.8 | -1.6 | -0.5 | 7.8 | -0.8 | 1.2
Cc1ccc(C)c(C(=O)CN2C(=O)NC3(CCc4ccccc43)C2=O)c1 (stereo not given) | 0.5 | -0.3 | -1.7 | 0.6 | -2.8 | -0.3 | 0.1 | 0.7 | 3.2 | -1.4 | -0.7
CCc1c(C)nc2cc(-c3cc(OC)cc(OC)c3)nn2c1N1CCCC1 | -0.6 | -0.3 | -8.9 | 6.5 | -2.5 | -78.5 | -3.2 | -75.1 | 1.1 | -1.7 | -1.7
COc1ccccc1N1CCN(C(=O)CCc2ccc(S(=O)(=O)NC(C)C)cc2)CC1 | -1.8 | -0.5 | -1.8 | -4.1 | -1.1 | -4.7 | -2.1 | 0.2 | 0.3 | -0.7 | 1.0
N#CC1=C(N)C(C#N)(C#N)[C@H](c2ccncc2)[C@H]2CN(C(=O)OCc3ccccc3)CC=C12 | -100.0 | -0.5 | -4.1 | -0.7 | -0.9 | -132.8 | -0.8 | -105.4 | -281.8 | -1.0 | 0.6
COc1cccc(C(C(=O)NC2CCCCC2)N(C(=O)c2ccco2)c2ccc(-n3cnnn3)c(C)c2)c1 (stereo not given) | -0.7 | -0.6 | -5.0 | -7.3 | -0.5 | 1.6 | -2.1 | 1.8 | 3.9 | -0.6 | -0.4

The results go on.
structure | ADAM17 inh | DAX1 inh-1 | sPLA2-III inh | FXN GAA850 act | hgDAF-12 ag | PLCb3 inh | hcDAF-12 act | PLC-gamma1 inh | ADAM10 inh | ssDAF12 agonist | DAX1 inh-2
O=C(Nc1ccc2c(c1)OCCO2)c1[nH]c(C(F)(F)F)nc1-c1ccccc1 | -4.1 | -5.7 | -11.7 | . | -13.7 | -2.9 | -6.5 | -2.5 | -9.0 | -2.8 | .
COc1cc(C(C)=O)ccc1COc1ccc(C(=O)OCC(N)=O)cc1OC | -4.7 | -0.4 | 8.0 | -0.7 | -1.2 | -6.4 | -1.8 | -8.3 | 5.5 | -0.6 | -0.2
O=c1cc(-c2ccccc2)nc(SCc2ccccc2F)[nH]1 | 1.3 | 0.1 | -10.3 | 1.0 | -0.5 | -8.2 | -0.3 | -3.4 | 6.5 | -1.5 | -1.0
CC(C)(C)C1CCC(=NNC(=S)NCc2ccccc2)CC1 (stereo not given) | -2.3 | -0.6 | 7.9 | 0.3 | 1.0 | -4.3 | -2.2 | -2.6 | -4.0 | -1.7 | 0.8
O=C1NN(c2ccc(F)c(Cl)c2)C(=O)/C1=C\c1cccc(OC(=O)c2cccs2)c1 | 4.6 | -0.1 | -14.9 | -0.6 | -1.8 | -0.1 | -0.4 | 2.8 | 8.1 | -1.6 | -0.4
COC1(NC(=O)c2ccccc2)C(C)=CC(=O)C=C1C | -3.4 | 0.2 | 8.5 | 2.0 | -2.7 | 2.6 | -0.1 | 1.2 | -7.5 | -1.3 | -0.9
CCOC(=O)COc1ccc(S(=O)(=O)Nc2ccc(C)cc2)cc1 | 2.5 | -0.7 | -23.0 | -1.3 | 0.3 | 6.5 | -0.8 | 1.3 | 15.7 | -1.4 | -1.6
CC=Cc1cc2c(c(=O)o1)C(=O)C(O)C(C)O2 (stereo not given) | -4.3 | -0.7 | -0.7 | 2.0 | 0.9 | -5.2 | -1.2 | -1.1 | -12.1 | -1.3 | 2.3
CCCOC(=O)c1cc(-c2ccc(C=O)o2)ccc1Cl | -1.6 | 0.9 | 14.7 | 5.8 | 2.4 | -0.7 | -0.6 | 7.1 | -1.4 | -1.2 | 0.1
CC(=O)Nc1ccc(NS(=O)(=O)c2ccc3c(c2)NC(=O)CC(=O)N3)cc1 | -5.1 | -0.4 | 8.4 | 2.6 | 3.6 | -14.6 | -1.1 | -2.2 | 3.2 | -0.3 | 0.6
CCC(C)c1ccc(NC(=O)COC(=O)C2CCCC2)cc1 (stereo not given) | 1.9 | 0.3 | -4.0 | 1.0 | 2.7 | -2.3 | 0.0 | -1.9 | 12.0 | -0.7 | 2.5
CCC(C)[C@H](NC(=O)NCc1ccc(Cl)cc1)C(=O)OC (stereo not given in full) | -1.3 | 0.3 | 1.3 | 2.1 | 2.0 | 3.0 | 0.9 | 0.7 | 2.5 | -0.2 | -0.9
CC(=O)Nc1ccc(Nc2cc(C)nc3c(-c4ccccc4)c(C)nn23)cc1 | -4.6 | 0.3 | -3.5 | 3.4 | 0.3 | -172.1 | -3.3 | -133.6 | -27.4 | -1.7 | -0.2
COc1ccc(C2=Nn3c(nnc3C(F)(F)F)SC2)cc1 | 0.6 | -1.0 | -13.2 | -0.1 | 0.7 | 2.9 | -1.9 | 0.5 | 1.2 | -1.3 | 0.2
C#CCNC(=O)C1=C[C@@H](c2cn(C(C)=O)c3ccccc23)C[C@@H](OCc2ccc(CO)cc2)O1 | -0.8 | -0.6 | -12.9 | -1.6 | -2.1 | -14.8 | -0.5 | -10.8 | 2.0 | -1.1 | -0.5
O=c1[nH]cnc2onc(-c3ccc(F)cc3)c12 | -4.2 | -0.2 | 8.6 | -0.3 | -1.4 | -3.8 | -0.8 | 0.1 | -1.9 | -0.1 | -1.0
Cn1nnnc1SCc1cccc2ccccc12 | -5.2 | 0.4 | 1.4 | 2.9 | -0.7 | -9.2 | -1.7 | 1.4 | 0.1 | -1.8 | -0.6
O=C(NC(NC(=S)Nc1c(Cl)cc(Cl)cc1Cl)C(Cl)(Cl)Cl)OCc1ccccc1 (stereo not given) | -2.1 | -0.3 | -0.2 | 1.7 | -0.4 | 1.9 | -0.8 | -0.2 | 1.0 | -0.9 | -0.9
Cc1ccc2[nH]c(C(=O)N/N=C/c3ccccc3O)c(C)c2c1 | -7.6 | -2.0 | 15.1 | -6.8 | -8.6 | -102.0 | -1.6 | -71.7 | -9.8 | -1.3 | -2.7
Cn1c(/C=N/NC(=O)c2ccccc2)nc2ccccc21 | -24.1 | -0.3 | 11.6 | 2.1 | 0.8 | -32.3 | -0.5 | -25.0 | -55.6 | -0.5 | -0.1

Source: PubChem BioAssay (The Scripps Research Institute Molecular Screening Center)
